Compound activity deposited in PubChem by National Center for Advancing Translational Sciences (NCATS).
G9a inh: blocks human histone lysine methyltransferase G9a. actives 8.8% (n = 350,000). Potency, µM (titrated, usually from 102 µM), without a hit: top-dose activity, negative = inhibition, usual class: inhibitors. G9a H3K9 monomethylation, AlphaScreen, 2 h; note: % is set by controls: 0 for no effect and ±100 for the full control effect; nearly all actives have a fitted effect of over 75% in size
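Chemiluminescent proximity detection of H3K9 monomethylation, read after 10 min bead incubation in the dark. Reaction: 20 nM G9a, 500 nM biotin-H3K9 peptide, 20 uM SAM cofactor, 2 h, room temperature, following 15 min enzyme-compound preincubation.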
POLH inh: DNA polymerase eta (human) inhibition; actives 1.2% (n = 390,000); Potency, µM (top dose mostly 114 µM), inactives show at the highest dose activity change, negative = inhibition, actives largely listed as inhibitors; recombinant Pol eta, fluorescent DNA replication assay; note: % is set by controls: 0 for no effect and ±100 for the full control effect
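Pol eta at 10 nM preincubated with compounds 15 min at room temperature; reaction started with fluorescent substrate (50 nM final) and read kinetically at 0 and 10 min.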
POLK inh: inhibitors of human DNA polymerase kappa; Q9UBT6; purified Pol kappa, fluorescent DNA synthesis assay, 10 min; Potency, µM (series often up to 107 µM), for inactives: at the top dose activity, negative = inhibition, most hits filed as inhibitors; actives 0.53% (n = 400,000); note: % is set by controls: 0 for no effect and ±100 for the full control effect
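Activity was followed as the change in fluorescence between reads at 0 and 10 min after starting the reaction with 50 nM substrate. Beforehand, 10 nM polymerase had been preincubated with compound for 15 min at room temperature.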
BLM helicase inh: blocks DNA unwinding by human BLM helicase. P54132. recombinant BLM DNA unwinding, fluorescence dequenching. Potency, µM (doses to about 56.1 µM), for the others: at the highest dose activity change, negative = inhibition, most hits filed as inhibitors. actives 0.2% (n = 350,000);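 note: plate controls were vehicle for no effect and no enzyme for full effect; nearly all actives have a fitted effect of over 35% in size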
Target sequence (P54132 whole entry, looked up): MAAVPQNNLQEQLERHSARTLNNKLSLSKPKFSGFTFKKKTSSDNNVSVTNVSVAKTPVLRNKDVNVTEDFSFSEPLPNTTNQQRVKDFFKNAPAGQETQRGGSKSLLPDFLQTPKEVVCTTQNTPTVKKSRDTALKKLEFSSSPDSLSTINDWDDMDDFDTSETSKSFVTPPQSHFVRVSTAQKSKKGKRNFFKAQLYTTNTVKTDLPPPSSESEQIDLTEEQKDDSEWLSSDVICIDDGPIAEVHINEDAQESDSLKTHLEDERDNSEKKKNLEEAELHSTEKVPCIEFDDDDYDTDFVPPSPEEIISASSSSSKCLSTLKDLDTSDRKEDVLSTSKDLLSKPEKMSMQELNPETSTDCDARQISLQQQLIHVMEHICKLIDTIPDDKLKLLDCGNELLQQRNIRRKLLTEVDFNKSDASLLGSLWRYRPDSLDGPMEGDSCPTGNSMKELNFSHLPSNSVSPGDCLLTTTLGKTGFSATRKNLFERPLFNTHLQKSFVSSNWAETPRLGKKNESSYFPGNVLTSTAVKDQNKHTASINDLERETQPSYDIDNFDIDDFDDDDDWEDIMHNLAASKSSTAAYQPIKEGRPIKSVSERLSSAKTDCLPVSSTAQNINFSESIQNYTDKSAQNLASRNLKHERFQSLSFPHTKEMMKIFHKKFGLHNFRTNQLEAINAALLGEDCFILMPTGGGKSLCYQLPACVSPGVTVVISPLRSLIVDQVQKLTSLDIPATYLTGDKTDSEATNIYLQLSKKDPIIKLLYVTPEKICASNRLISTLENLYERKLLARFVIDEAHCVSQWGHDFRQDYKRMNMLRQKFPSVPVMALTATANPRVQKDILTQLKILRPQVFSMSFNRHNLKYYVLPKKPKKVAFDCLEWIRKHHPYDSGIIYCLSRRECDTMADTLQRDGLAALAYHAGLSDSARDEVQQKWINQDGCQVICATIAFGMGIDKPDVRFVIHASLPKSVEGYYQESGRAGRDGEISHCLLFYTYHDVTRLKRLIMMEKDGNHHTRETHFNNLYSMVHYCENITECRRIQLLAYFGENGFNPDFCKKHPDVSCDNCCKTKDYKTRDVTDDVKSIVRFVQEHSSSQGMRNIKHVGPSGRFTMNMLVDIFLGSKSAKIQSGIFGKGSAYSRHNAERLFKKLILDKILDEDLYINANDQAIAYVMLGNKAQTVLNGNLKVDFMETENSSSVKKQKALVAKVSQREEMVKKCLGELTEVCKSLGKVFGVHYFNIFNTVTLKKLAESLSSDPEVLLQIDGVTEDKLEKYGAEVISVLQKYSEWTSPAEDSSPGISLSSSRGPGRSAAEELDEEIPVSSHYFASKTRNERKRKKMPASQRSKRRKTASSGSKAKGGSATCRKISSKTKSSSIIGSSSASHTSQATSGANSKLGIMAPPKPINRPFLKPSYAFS
Apoferritin bind: candidate novel general anesthetic via apoferritin binding; P02791; apoferritin/1-aminoanthracene competitive binding, fluorescence; Potency, µM (top dose mostly 77.5 µM), for the others: at the top dose activity change, negative = displacement, usual class: inhibitors; actives 0.074% (n = 350,000); note: % is set by controls: 0 for no effect and ±100 for the full control effect; nearly all actives have a fitted effect of over 20% in size
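Probe: 1-aminoanthracene (50% saturated, PBS). Protein: horse-spleen apoferritin, 10 uM. Incubation: 10 min, room temperature. Detection: 380 nm excitation, 535 nm emission. Analysis: normalized response, four-parameter Hill.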
POLI inh: inhibitors of human DNA polymerase iota. Pol iota fluorescent replication assay, 10 min. Potency, µM (titrated, usually from 115 µM), for inactives: at the top dose activity, negative = inhibition, hits mostly inhibitors. actives 1% (n = 390,000)
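Fluorescent replication assay read twice, at 0 min and 10 min after adding 50 nM (final) substrate. Enzyme (10 nM) and compounds were first incubated 15 min at room temperature; enzyme-free buffer wells were negative controls.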
APEX1 inh: APE1 (human) endonuclease inhibition; actives 0.35% (n = 350,000); AID 2517; recombinant APE1, TAMRA/BHQ-2 abasic DNA cleavage fluorescence; P27695; Potency, µM (highest dose often 65.8 µM), without a hit: top-dose activity change, negative = inhibition, most hits filed as inhibitors;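 note: plate controls were vehicle for no effect and reference inhibitor for full effect; nearly all actives have a fitted effect of over 55% in size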
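Step 1: APE1 (0.75 nM) with compound, 15 min RT. Step 2: add 50 nM fluorophore/quencher THF duplex. Step 3: three fluorescence reads 60 s apart (525/598 nm); read 3 minus read 1 = reaction progress.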
BAZ2B block: blocks human BAZ2B | Potency, µM (highest dose often 114 µM), inactives show top-dose activity change, negative = inhibition, most hits filed as inhibitors | actives 4.4% (n = 360,000) | Q9UIF8 | AID 504333 | AlphaScreen BAZ2B-H3K14Ac peptide displacement; note: % is set by controls: 0 for no effect and ±100 for the full control effect; nearly all actives have a fitted effect of over 60% in size
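In this displacement format the biotinylated H3(5-23) peptide acetylated at Lys14 serves as ligand at 50 nM, with BAZ2B at 50 nM in PBS pH 7.4 containing 0.01% Tween-20. Donor and acceptor beads are 10 ug/mL final.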
Pol beta inh: DNA polymerase beta (human) inhibition; AID 485314; actives 1.3% (n = 340,000); Potency, µM (doses to about 114 µM), for inactives: top-dose activity change, negative = inhibition, usual class: inhibitors; Pol beta primer extension/strand displacement, fluorescence kinetic; note: % is set by controls: 0 for no effect and ±100 for the full control effect
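Pol beta (10 nM) and compounds were preincubated 15 min at room temperature, then 50 nM substrate (final) started primer extension/strand displacement. Reads were taken at 0 and 10 min; concentration-response data were fitted to a four-parameter Hill equation.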
An asterisk follows results filed as active; ? = inconclusive; . = no result given; & = joins results of further samples; [ ] = another dose, or the depositor's remark. Calls come from the whole dose curve; as a rule, active = well fitted curve in the direction sought with a large enough effect; inconclusive = small, poorly fitted or top-dose-only effect, or another doubt; inactive = no such curve, though single readings can be large; an effect the other way counts as inactive or inconclusive. Potency is the fitted concentration of half-maximal effect.

Values in the order – G9a inh, POLH inh, POLK inh, BLM helicase inh, Apoferritin bind, POLI inh, APEX1 inh, BAZ2B block, Pol beta inh
> CC(C)(C)C1CCC(CN2C(Nc3ccccc3)=NC[C@@H]2Cc2ccccc2)CC1 (stereo partly specified)
 : ., -30%, 1%, ., ., 24%, -8%, ., .
> CCOc1nc(OCC)nc(-n2cc(-c3ccccc3)nn2)n1
 : 6%, 1%, 2%, -2%, -13%, 21%, 3%, -1%, 44%
> O=C(Nc1ccc2c(c1)OCCO2)C1CCCN(S(=O)(=O)c2cccs2)C1 (stereo unspecified)
 : -4%[59 µM], ?, -1%, -9%, -17%, 20%, -4%, 7%, 16%
> COC(=O)c1ccc(/C=N/NS(=O)(=O)c2cc(C)ccc2C)cc1
 : 2.5µM*, -15%, 5%, 0%, -14%, 16%, 2%, -21%, 26%
> CC(C)CN1C(=O)c2ccc(C(=O)Nc3c[nH]c(=O)[nH]c3=O)cc2C1=O
 : 8%[59 µM], -23%, 0%, -1%, -1%, 77%[activator], -3%, -18%, -2%
> Cc1nc(N/C(N)=N/S(=O)(=O)c2ccccc2)nc2ccccc12
 : ., -12%, -13%, ., ., 42%[activator], 6%, ., .
> CN(Cc1ccc(C(F)(F)F)cc1)C(=O)C1CCC(=O)N(C2CC2)C1 (stereo unspecified)
 : ., -18%, -9%, 2%, -2%, 15%, -7%, 1%, 51%
> Cc1ccc(CSc2nnc(Nc3ccc(C)cc3)s2)cc1
 : ?, -6%, -5%, -3%, ?, -11%, 2%, 9%, 3%
> c1ccc(Sc2cccc3ccccc23)c(CNC2=NCCN2)c1
 : 16µM*, -10%, -13%, 55%[activator], -21%, 13%, -1%, ?, 9%
> CSc1ncc(CN2CCN(C3CCCC3)C(CCO)C2)cn1 (stereo unspecified)
 : -26%, -19%, -5%, -4%, -6%, 18%, 10%, 8%, 1%
> CCOC(=O)/C(=C/c1ccc(OC(=O)c2ccccc2)cc1)C(C)=O
 : 45µM*, -15%, -2%, -12%, -19%, -9%, -1%, 4%, -2%
> COc1ccc(Br)cc1CNC(=O)CCc1cn(Cc2ccc(C)cc2)c2ccccc12
 : -19%[59 µM], -15%, -15%, -6%, 70%[activator], 26%, ., -17%, -1%
> Cc1noc(C)c1C(=O)N1CCC2(CC1)Oc1ccc(F)cc1C(=O)C21CC(c2ccc(Cl)cc2)=NO1 (stereo unspecified)
 : -10%[59 µM], -10%, 10%, -6%, -22%, -13%, -2%, -3%, 1%
> Cc1c(/C=N/N2C(=O)C3C4C=CC(C4)C3C2=O)c2ccccc2n1C (stereo unspecified)
 : -8%[59 µM], -8%, -3%, -7%, -9%, 12%, 4%, -8%, 36%
> O=C(COc1ccc(C(=O)c2ccccc2)cc1)NC1CCCCCC1
 : 20%[59 µM], -23%, -8%, -9%, -13%, -20%, -1%, 0%, 15%
> COc1ccc(Oc2nc(SC)nc3ccsc23)cc1
 : 21%, -15%, -2%, 2%, -11%, -16%, 1%, -5%, -26%
> Cc1nn(-c2ccccc2)c(C)c1C(=O)OCC(=O)N(C)C1CCS(=O)(=O)C1 (stereo unspecified)
 : 14%, 3%, 1%[60.1 µM], -3%, -1%, 21%, 16%, -2%, -1%
> N#Cc1ccc(CSC2=NCCN2)cc1
 : ?, 6%, -7%, -1%, -1%, 31%[activator], 0%, -3%, -2%
> O=S(=O)(Nc1ccc(O)c2ccccc12)c1ccc(Br)cc1
 : 40µM*, ., ., -15%, -13%, ., 11%, 45µM*, 6%
> COC(=O)c1nnn(CC(=O)NC(=O)Nc2ccccc2F)c1C(=O)OC
 : -31%, -7%&-9%, -11%&7%, -3%&-1%, -13%&-5%, -8%&8%, 0%, 17%&4%, 24%&-6%
> Cc1ccc(-n2ncc3c(NC4CCCCCC4)ncnc32)cc1
 : 7%[59 µM], -4%, -5%[60.1 µM], -2%, -1%, -4%, ., 6%, 29%
> O=C(CSCc1ccccc1Br)N/N=C/c1ccccc1C(=O)O
 : 8%, -16%, 1%, -4%, ?, 91%[activator], 7%, -26%, 1%
> COc1ccc(-n2c(=O)cc(N3CCN(Cc4ccccc4)CC3)[nH]c2=O)cc1
 : ?, -7%, 5%, 8%, 11%, 1%, 15%, -1%, 31%
> COc1ccc(NC(=O)NC2CCCCCCC2)cc1
 : 49%, -1%, -11%, -1%, ?, 4%, 15%, -4%, 9%
> O=C(CSc1nc2ccccc2n1Cc1ccccc1)NCc1ccccc1
 : -1%[12.7 µM], -17%, -6%[60.1 µM], -3%, 45%[activator], 7%, ., 1%, -2%
> CC1=C(c2ccc(C(C)C)cc2)S(=O)(=O)NC1=NCCCN1CCN(c2ccccc2F)CC1
 : -4%[59 µM], -5%, -7%, 0%, 2%, 19%, ., -14%, -14%
> COc1ccccc1S(=O)(=O)Nc1ccc(-c2nnc3n2CCCCC3)cc1
 : -3%[0.501 µM], 6%, 0%, 3%, -3%, 18%, 0%, 1%, 15%
> Cc1ccc(-c2nc(SC(C)C(=O)c3c(N)n(C)c(=O)n(C)c3=O)n[nH]2)cc1 (stereo unspecified)
 : 45µM*, -9%, -1%, ., ., 35%[activator], -2%, 12%, .
> CCc1ccc(CNC(=O)c2c(C)oc3ncn(CC(C)C)c(=O)c23)cc1
 : -7%[59 µM], -18%, -6%, -9%, 3%, -2%, ., 7%[57.1 µM], -7%
> Cn1ccnc1C1CCCCN1Cc1nc(Cc2cccc(C(F)(F)F)c2)no1 (stereo unspecified)
 : ?, -9%, 1%, -2%, -14%, 58%[activator], 2%, -18%, 18%
> COc1ccc(Cl)cc1NC(=O)CC(C)c1ccccc1 (stereo unspecified)
 : 62%[activator][59 µM], -21%, -8%, -6%, -13%, -9%, 0%, 56%[activator], -2%
> CC(=O)Nc1ccc(CN2CCCC(CO)(Cc3ccccc3C)C2)cc1 (stereo unspecified)
 : ., -22%, -5%, 3%, 4%, 133%[activator], 0%, 0%, 4%
> COCCN1Cc2cccc(C(=O)NCCCN3CCCC3=O)c2C1=O
 : 22%, -9%, -21%, 1%, 5%, -4%, -6%, -5%, 8%
> COc1ccc(N2C(=O)CCC(C(=O)N3CCCCC3)C2c2ccc(OC)c(OC)c2)cc1 (stereo unspecified)
 : 56µM*, 4%, -19%, 1%, -5%, 22%, -1%, 10%, -2%
> CCO[C@@H]1OC(C(=O)NC2CC2)=C[C@H](C2CC2)[C@H]1CCCO
 : 38%[59 µM], -6%, 0%, 0%, -7%, 13%, 2%, 0%, 19%
> CCN1CCN(S(=O)(=O)Cc2ccccc2Cl)CC1
 : ., -2%, 1%, -3%, -4%, 15%, 4%, -1%, 18%
> COc1ccc(CC(=O)OCC(=O)NCc2ccc3c(c2)OCO3)cc1OC
 : ., -13%, -1%, ., ., 92%[activator], 17%, ., .
> COc1cccc(CNC(=O)CN2C(=O)COc3ccc(S(=O)(=O)N4CCOCC4)cc32)c1
 : -3%[59 µM], -8%&-12%, 4%&14%, 0%&4%, 12%&-1%, 8%&36%, -3%, -4%&-9%, 16%&36%
> O=C(NNS(=O)(=O)c1ccccc1[N+](=O)[O-])c1ccc(O)cc1
 : ?, -14%, -13%, 2%, -12%, 23%, -3%, 50µM*, -2%
> COc1ccc2cc(C(=O)CS(=O)(=O)c3ccccc3)c(=O)oc2c1
 : 20%, -5%, -3%, -1%, 6%, 29%, 71%[activator], -19%, 13%
> CCCCN1C(=N)N([C@@H](C)CN2CCC[C@H]2CN2C(N)=NC[C@@H]2Cc2ccccc2)C[C@H]1[C@H](C)CC
 : ., -1%, -18%, ., ., ?, ?, ., .
> Cc1ccccc1Nc1nc(N)nc(CN2CCN(C(=O)c3ccccc3)CC2)n1
 : 12%, -4%, 0%, -3%, -9%, 28%, 3%, ?, -24%
> CC(/C=N/NC(=O)CNc1n[nH]c(=O)[nH]c1=O)c1ccccc1 (stereo unspecified)
 : 24%[59 µM], -10%, 3%, -3%, 8%, 20%, -1%, 0%, -1%
> COCCn1c(SCC(=O)Nc2ccc(C(N)=O)cc2)nc2c([nH]c3ccccc32)c1=O
 : 14%[12.7 µM], -1%, -3%, -9%, 0%, 2%, 3%, -5%, 26%
> COC(=O)c1ccc(/C=C/c2c(-c3ccsc3)sc3ccccc23)cc1
 : ., -13%, 8%, -13%, -17%, 20%, -16%, -10%, 5%
> CCOC(=O)C1CCCCN1Cc1cccc(OC)c1OC (stereo unspecified)
 : 11µM*, 6%, -3%, 2%, -14%, 34%[activator], 6%, ?, -4%
> O=C(O)c1ccccc1C(=O)Nc1ccc(Br)c(C(F)(F)F)c1
 : 2%[59 µM], -13%, 8%, -10%, -21%, 5%, -6%, -13%, 29%
> CC(Oc1cccc(Br)c1)C(=O)NNC(=O)c1ccccn1 (stereo unspecified)
 : ., -4%, -3%, ., ., 24%, 10%, ., .
> O=C(c1cn(-c2ccccc2)nc1-c1ccc(Cl)s1)N1CCOCC1
 : 7%[59 µM], -18%, -12%, -8%, -13%, 10%, -4%, 2%, -4%
> C/C(CC(=O)Nc1cccc(Cl)c1Cl)=N\NC(=O)c1ccccc1N
 : 2%, -10%, -9%, -4%, 9%, 70%[activator], -2%, -7%, 0%

Exported field by field: 3 of the compounds above.
COc1ccc(Oc2nc(SC)nc3ccsc23)cc1
  G9a inh: 21%; POLH inh: -15%; POLK inh: -2%; BLM helicase inh: 2%; Apoferritin bind: -11%; POLI inh: -16%; APEX1 inh: 1%; BAZ2B block: -5%; Pol beta inh: -26%
Cc1ccc(-n2ncc3c(NC4CCCCCC4)ncnc32)cc1
  G9a inh: 7%[59 µM]; POLH inh: -4%; POLK inh: -5%[60.1 µM]; BLM helicase inh: -2%; Apoferritin bind: -1%; POLI inh: -4%; APEX1 inh: .; BAZ2B block: 6%; Pol beta inh: 29%
COC(=O)c1nnn(CC(=O)NC(=O)Nc2ccccc2F)c1C(=O)OC
  G9a inh: -31%; POLH inh: -7%&-9%; POLK inh: -11%&7%; BLM helicase inh: -3%&-1%; Apoferritin bind: -13%&-5%; POLI inh: -8%&8%; APEX1 inh: 0%; BAZ2B block: 17%&4%; Pol beta inh: 24%&-6%

A portion of the library. The share of hits here may be higher or lower than overall.
